Screens deposited in PubChem BioAssay by National Center for Advancing Translational Sciences (NCATS).
PTHR1 agonist – qHTS for PTHR1 Agonists: Primary Screen | 410,000 compounds, 0.075% hits | Parathyroid hormone/parathyroid hormone-related peptide receptor (Homo sapiens), Q03431 | Potency, µM (series often up to 115 µM), for the others: top-dose activation, hits mostly activators | HEK293 GP2 PTHR1 cells, GloSensor cAMP luminescence, 1 h; note: nearly all actives have a fitted effect of over 55% in size; some results filed as inactive show a strong effect at the top dose; inactives centre near -15; many of its hits are not listed in these tables
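HEK-293-derived GP2 cells expressing PTHR1 and a GloSensor cAMP reporter, 3,000/well, plated overnight, given luciferin plus IBMX (each 0.5 mM as added) for 1 h at 37 °C, then compound for 1 h at 37 °C. Luminescence was read after 15 min at room temperature.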
EPAC2 antag – qHTS for Antagonist of cAMP-regulated guanine nucleotide exchange factor 2 (EPAC2): primary screen | EPAC2 GEF exchange of Rap1B-BODIPY-GDP, fluorescence | Potency, µM (highest dose often 114 µM), for inactives: top-dose activity, negative = inhibition, hits mostly inhibitors | AID 720708, 2013 | 360,000 compounds, 0.18% hits | Rap guanine nucleotide exchange factor 4 (Homo sapiens), Q8WZA2; note: % is set by controls: 0 for no effect and ±100 for the full control effect; nearly all actives have a fitted effect of over 45% in size; many of its hits are not listed in these tables
FUS suppressor – qHTS for Suppressors of FUS Proteinopathy: Primary screen using FUS-linked yeast assay; S. cerevisiae FUS-expressing, growth rescue, OD600, 24 h; Potency, µM (top dose mostly 76.6 µM), without a hit: at the top dose growth rescue (activation), most hits filed as activators; 390,000 compounds, 0.24% hits;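 note: plate controls were DMSO vehicle for no effect and reference control for full effect; nearly all actives have a fitted effect of over 55% in size; some results filed as inactive show a strong effect at the top dose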
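Steps: raffinose overnight preculture; dilution to OD 0.005 in 2% galactose minimal medium; compound addition (concentration series); 24hr at 30C, 99% humidity; absorbance read at 600 nm.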
EPAC1 agonist – qHTS for Agonist of cAMP-regulated guanine nucleotide exchange factor 3 (EPAC1): primary screen. Rap guanine nucleotide exchange factor 3 (Homo sapiens), O95398. EPAC1 agonist qHTS, biochemical assay; response scale: 100% = response to 6.5 mM cAMP. Potency, µM (highest dose often 154 µM), inactives show at the top dose activation, most hits filed as activators. 360,000 compounds, 0.073% hits; note: nearly all actives have a fitted effect of over 60% in size
Target sequence (O95398 whole entry, looked up): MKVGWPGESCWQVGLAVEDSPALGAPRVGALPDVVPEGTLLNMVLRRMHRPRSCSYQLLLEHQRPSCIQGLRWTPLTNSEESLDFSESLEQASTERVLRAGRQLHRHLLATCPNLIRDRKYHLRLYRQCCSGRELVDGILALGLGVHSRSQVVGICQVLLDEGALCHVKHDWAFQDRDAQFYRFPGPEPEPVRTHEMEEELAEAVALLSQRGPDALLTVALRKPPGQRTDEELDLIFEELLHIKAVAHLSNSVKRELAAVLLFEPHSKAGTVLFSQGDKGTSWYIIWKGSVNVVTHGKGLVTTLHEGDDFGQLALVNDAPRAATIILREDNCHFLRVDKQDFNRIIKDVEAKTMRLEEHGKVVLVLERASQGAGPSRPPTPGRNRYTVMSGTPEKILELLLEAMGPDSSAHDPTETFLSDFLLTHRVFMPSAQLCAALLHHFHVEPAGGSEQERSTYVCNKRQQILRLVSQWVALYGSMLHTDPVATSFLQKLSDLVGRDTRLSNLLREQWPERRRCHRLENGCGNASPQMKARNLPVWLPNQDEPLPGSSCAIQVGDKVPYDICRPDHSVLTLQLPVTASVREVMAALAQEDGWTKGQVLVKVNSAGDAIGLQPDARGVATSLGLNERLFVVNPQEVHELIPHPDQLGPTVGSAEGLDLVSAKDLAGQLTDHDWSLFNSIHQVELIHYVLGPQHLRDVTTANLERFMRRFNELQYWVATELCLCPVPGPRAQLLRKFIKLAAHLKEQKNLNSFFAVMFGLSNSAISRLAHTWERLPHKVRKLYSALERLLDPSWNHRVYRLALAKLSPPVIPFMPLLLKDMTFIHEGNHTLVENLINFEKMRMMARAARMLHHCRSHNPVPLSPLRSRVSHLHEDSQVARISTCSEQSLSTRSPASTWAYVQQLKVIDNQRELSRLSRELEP
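EPAC1 100 nM, Rap1B–BODIPY-GDP 250 nM, unlabeled GDP 50 uM; compound titration; 5 min RT; kinetic read ex480/em540 at 5-min intervals ×30 min; data normalized to 6.5 mM cAMP agonist control.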
EPAC1 antagonist – qHTS for Antagonist of cAMP-regulated guanine nucleotide exchange factor 3 (EPAC1): primary screen. Rap guanine nucleotide exchange factor 3 (Homo sapiens), O95398. EPAC1 GEF assay, Rap1b-BODIPY-GDP exchange fluorescence. Potency, µM (highest dose often 115 µM), without a hit: at the top dose activity change, negative = inhibition, most hits filed as inhibitors. 360,000 compounds, 0.14% hits;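 note: plate controls were vehicle for no effect and positive control for full effect; nearly all actives have a fitted effect of over 50% in size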
aSyn yeast inh – qHTS of alpha-syn Inhibitors; Yeast expressing alpha-synuclein, growth rescue, BacTiter-Glo, 24 h; Potency, µM (doses to about 46.1 µM), for inactives: top-dose growth rescue (activation), usual class: activators; 370,000 compounds, 0.14% hits; AID 652106, 2013; note: % of control where 0% means no effect; nearly all actives have a fitted effect of over 65% in size
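Readout is rescue of growth in alpha-synuclein-expressing yeast, so inhibitors of toxicity appear as activators. Growth after 24 hr at 30 deg C in galactose medium is quantified by luminescence.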
TDP43 rescue – qHTS of TDP-43 Inhibitors; TDP-43 expressing yeast growth rescue, BacTiter-Glo, 24 h; 410,000 compounds, 1.8% hits; AID 652104, 2013; Potency, µM (series often up to 46.1 µM), for inactives: at the highest dose growth rescue (activation), actives largely listed as activators; note: % of control where 0% means no effect; nearly all actives have a fitted effect of over 50% in size
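Readout is BacTiter-Glo luminescence of cell growth, so inhibitors register as activators. TDP-43-expressing yeast at OD600=0.02 in galactose medium, after raffinose pregrowth to mid-log, were incubated with compound for 24 hr at 30 deg C.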
EPAC2 agonist – qHTS for Agonist of cAMP-regulated guanine nucleotide exchange factor 4 (EPAC2): primary screen. 360,000 compounds, 0.079% hits. Potency, µM (highest dose often 154 µM), without a hit: top-dose activation, most hits filed as activators. Rap guanine nucleotide exchange factor 4 (Homo sapiens), Q8WZA2. AID 720711, 2013. EPAC2 activation, biochemical qHTS; response scale: 100% = 6.5 mM cAMP response; note: nearly all actives have a fitted effect of over 50% in size
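EPAC2 (100 nM) mixed with Rap1B loaded with BODIPY-GDP (250 nM) plus 50 uM unlabeled GDP; compounds pinned in, 5 min RT, then read every 5 min for 30 min (ex 480, em 540 nm). Normalized to cAMP control.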
* = called active by the depositor; i = inactive; u = inconclusive; x = not tested or not shown; & = joins results of further samples; [ ] = another dose, or the depositor's remark. Calls come from the whole dose curve; as a rule, active = well fitted curve in the direction sought with a large enough effect; inconclusive = small, poorly fitted or top-dose-only effect, or another doubt; inactive = no such curve, though single readings can be large; an effect the other way counts as inactive or inconclusive. Potency is the fitted concentration of half-maximal effect. This is a subset; count on the stated rates, not on these rows.

Short keys: A = PTHR1 agonist; B = EPAC2 antag; C = FUS suppressor; D = EPAC1 agonist; E = EPAC1 antagonist; F = aSyn yeast inh; G = TDP43 rescue; H = EPAC2 agonist
Structure: CC(=O)OCC1OC(Sc2cccc3cccnc23)C(OC(C)=O)C(OC(C)=O)C1OC(C)=O (configuration not stated)
  A: -1%[57.5 µM] | B: 5% | C: 21% | D: 0% | E: -28% | F: 1% | G: -2% | H: -9%
Structure: CCCCCCCCC(=O)N1C(C)CCC1C (configuration not stated)
  A: -21% | B: -3% | C: -10% | D: -6% | E: 11% | F: 16% | G: 3% | H: -10%
Structure: CCCC(C(=O)NC1CCCC1)N(Cc1ccccc1)C(=O)c1snc(C(N)=O)c1N (configuration not stated)
  A: i | B: -12% | C: 16% | D: 7% | E: -23% | F: 8% | G: 0% | H: -7%
Structure: c1ccc(C2OC3c4cccc5cccc(c45)C3N2c2ccccc2)cc1 (configuration not stated)
  A: -4%[57.5 µM] | B: 17% | C: 27% | D: 14% | E: 12% | F: -5% | G: u | H: 14%
Structure: COc1ccc(/C(N)=N/OC(=O)CN(C)S(=O)(=O)c2ccc(C)cc2)cc1
  A: -16% | B: 0% | C: 13% | D: 6% | E: -22% | F: 0% | G: 0% | H: 16%
Structure: CCN(C(=O)CN1C(=O)c2ccc([N+](=O)[O-])cc2C1=O)C1CCS(=O)(=O)C1 (configuration not stated)
  A: i | B: 1% | C: 3% | D: -27% | E: -3% | F: 0% | G: 22% | H: 1%
Structure: Cc1ccc(S(=O)(=O)n2cccc2CO)cc1
  A: i | B: -4% | C: -29% | D: -10% | E: 0% | F: 4% | G: 0% | H: 6%
Structure: O=c1cnnc(Nc2cccc(F)c2)[nH]1
  A: -11% | B: 2% | C: 18% | D: 6% | E: -9% | F: -1% | G: 0% | H: 10%
Structure: Cc1cccc(S(=O)(=O)NC(=O)C2(C)CCN2C(=O)C/C=C/c2ccccc2)c1 (configuration not stated)
  A: -4% | B: 10% | C: 14% | D: 2% | E: -29% | F: 0% | G: 19% | H: 11%
Structure: COc1ccc(NC(=O)c2ccccc2NC(=O)CSc2ccccc2)cc1
  A: i | B: 10% | C: 43% | D: -10% | E: 14% | F: -3% | G: -22% | H: -1%
Structure: OCCN1CCN(CC/C=C2/c3ccccc3CSc3ccccc32)CC1
  A: -23% | B: 4% | C: -5% | D: -5% | E: -15% | F: -1% | G: -1% | H: -6%
Structure: CC(C)N(C(=O)COC(=O)CCC(=O)c1cccs1)c1ccccc1
  A: 22% | B: 1% | C: -6% | D: 10% | E: -8% | F: 12% | G: 16% | H: 10%
Structure: CC(=O)Oc1ccc(C(=O)[C@H]2[C@H]3C(=O)N(c4ccccc4)C(=O)[C@H]3[C@@H]3C=CC=NN32)cc1
  A: i | B: -2% | C: x | D: -4% | E: -4% | F: -3% | G: -1% | H: -1%
Structure: Cc1cc(C)c(C(=O)Nn2c(C)nc3ccccc3c2=O)cc1C
  A: i | B: -11% | C: 2% | D: 13% | E: -6% | F: -3% | G: 22% | H: 9%
Structure: Cc1ccc(CNC(=O)CN2C(=O)C3(OCCCO3)c3ccccc32)cc1
  A: -3% | B: 9% | C: 16% | D: -5% | E: 1% | F: 17% | G: -10% | H: 9%
Structure: CCOC(=O)c1cn(CC)c2cc(N3CCOCC3)c(F)cc2c1=O
  A: i | B: 7% | C: 4% | D: 9% | E: -2% | F: 8% | G: -12% | H: -5%
Structure: CSc1ccccc1NC(=O)CN1CC(C)OC(C)C1 (configuration not stated)
  A: i | B: 3% | C: -27% | D: -6% | E: -6% | F: 0% | G: 2% | H: 0%
Structure: Cc1ccc(NS(=O)(=O)c2ccc3c(c2)n(C)c(=O)n3C)cc1C
  A: -28%&-21% | B: 19% | C: -9%&-24% | D: 7% | E: -11% | F: -1% | G: 12%&8% | H: 14%
Structure: CCC12CN(C(=O)c3ccc([N+](=O)[O-])cc3)CC(CC)(CN(C(=O)c3ccc([N+](=O)[O-])cc3)C1)C2=O
  A: i | B: 0% | C: 2% | D: -12% | E: 0% | F: 1% | G: 0% | H: 2%
Structure: Cc1ccc(-n2nc3c(c2NC(=O)c2ccc4c(c2)OCO4)CS(=O)(=O)C3)cc1C
  A: -5% | B: -2% | C: x | D: 0% | E: 5% | F: 1% | G: 28% | H: 3%
Structure: O=C(CC1SC(=Nc2ccccc2)N(CCCO)C1=O)Nc1ccc(Cl)cc1 (configuration not stated)
  A: i | B: -10% | C: 40% | D: 6% | E: -11% | F: 15% | G: 10% | H: 13%
Structure: Cc1csc(SCCn2c(Br)nc3c2c(=O)[nH]c(=O)n3C)n1
  A: -18%[57.5 µM] | B: 2% | C: 20% | D: 0% | E: 2% | F: 1% | G: -6% | H: 2%
Structure: COC(=O)[C@]12CCCCC=C1N(CCc1ccc(OC)c(OC)c1)C(=O)[C@H](CC(=O)N1CCSCC1)C2
  A: -4% | B: 17% | C: u | D: -7% | E: -4% | F: -1% | G: -8% | H: 15%
Structure: CC1CCCC(C)N1C(=O)CSc1nnnn1C1CCCC1 (configuration not stated)
  A: -44% | B: 0% | C: 8% | D: 5% | E: 23% | F: -12% | G: -11% | H: 4%
Structure: Cc1n[nH]c(=O)c2c(NC(=O)COC(=O)COc3cccc(Br)c3)oc(C)c12
  A: i | B: -1% | C: -5% | D: -1% | E: -10% | F: -4% | G: 6% | H: 0%
Structure: O=C(NC1CCCCC1)N1CCN(c2ccccc2)CC1
  A: -6%[57.5 µM] | B: 0% | C: 8% | D: 0% | E: 0% | F: 1% | G: 5% | H: 0%
Structure: CCCCn1c(=S)[nH]c2cc(S(=O)(=O)N3CCCCC3)ccc21
  A: -60%[inhibitor] | B: -12% | C: 20% | D: 11% | E: 2% | F: 22% | G: 17% | H: 0%
Structure: COc1ccc(Br)cc1C1Nc2ccccc2C(=O)N1NC(=O)c1ccncc1 (configuration not stated)
  A: i | B: -5% | C: -3% | D: -8% | E: 0% | F: 6% | G: -7% | H: -15%
Structure: CC1(C)C2CCC1(C)C(SC(=N)N)C2 (configuration not stated)
  A: i | B: 4% | C: x | D: -6% | E: 10% | F: 8% | G: 23% | H: 1%
Structure: COc1ccc(CCNC(=O)CCNC(=O)c2ccc([N+](=O)[O-])cc2)cc1
  A: i | B: 18% | C: -5% | D: -6% | E: -9% | F: 1% | G: -3% | H: 0%
Structure: CS(=O)(=O)Nc1ccc(C(=O)NCc2ccccn2)cc1
  A: -6% | B: 24% | C: 9% | D: -2% | E: 6% | F: -7% | G: -14% | H: 6%
Structure: COCCCNC(=O)C(=O)N/N=C/c1cc2c(cc1Br)OCO2
  A: -20% | B: 3% | C: 2% | D: -5% | E: 21% | F: 17% | G: 11% | H: -6%
Structure: O=C(Cn1cnc2ccccc21)OCC(=O)N1CCCc2ccccc21
  A: -13%[57.5 µM] | B: 6% | C: -1% | D: -2% | E: 2% | F: 3% | G: 9% | H: -2%
Structure: Cc1ccc(C(=O)Nc2ccc(N3CCOCC3)cc2)cc1S(=O)(=O)N1CCCCC1
  A: -23% | B: 4% | C: u | D: 1% | E: -17% | F: 3%[1.84 µM] | G: 15% | H: 11%
Structure: N#CCCN(C(=O)COC(=O)c1cc(S(=O)(=O)N2CCOCC2)ccc1Cl)c1ccc(F)cc1
  A: i | B: 4% | C: 9% | D: 3% | E: -15% | F: -1% | G: 14% | H: 1%
Structure: COc1cccc(N2CCN(C(=O)/C=C/c3ccco3)CC2)c1
  A: -4% | B: 10% | C: 30% | D: -9% | E: -9% | F: 3% | G: 23% | H: 11%
Structure: O=C(Nc1nnc(SCc2ccccn2)s1)C1CC(=O)N(c2ccccc2)C1 (configuration not stated)
  A: i | B: 9% | C: 24% | D: -6% | E: 13% | F: 2% | G: 3% | H: 1%
Structure: Cc1ccc(NC(=O)C(OC(=O)c2cnc(C)cn2)c2ccccc2)c([N+](=O)[O-])c1 (configuration not stated)
  A: -8% | B: 1% | C: u | D: 16% | E: -11% | F: 6% | G: 7% | H: 8%
Structure: CC(C)NC(=O)NC(=O)CN1C(=O)NC(Cc2c[nH]c3ccccc23)C1=O (configuration not stated)
  A: i | B: -5% | C: -1% | D: -6% | E: 1% | F: -1% | G: -14% | H: -1%
Structure: CC1CN(C(=O)N2CCOCC2)CCN1C(=O)N1CCOCC1 (configuration not stated)
  A: i | B: -2% | C: -30% | D: 5% | E: u | F: 0% | G: 14% | H: 2%
Structure: O=C(CCNS(=O)(=O)c1ccc(Br)cc1)NCC(c1cccs1)N1CCOCC1 (configuration not stated)
  A: -18% | B: -12% | C: -31% | D: 3% | E: -12% | F: -2% | G: -10% | H: 5%
Structure: CC1=C(/C=C/C(C)=C/C=C/C(C)=C/C(=O)Nc2ccc(O)cc2)C(C)(C)CCC1
  A: -17%&-24% | B: -19%&-16% | C: 3% | D: -18%&-38% | E: -6%&-20% | F: 7%&20%&13% | G: 9%&25% | H: -16%&-8%
Structure: CC(C)=CCN1CCN(Cc2cc(C(C)C)n[nH]2)CC1CCO (configuration not stated)
  A: i | B: 2% | C: 20% | D: 0% | E: 2% | F: 13% | G: -11% | H: 3%

A second format for part of the listing above.
smiles	PTHR1 agonist	EPAC2 antag	FUS suppressor	EPAC1 agonist	EPAC1 antagonist	aSyn yeast inh	TDP43 rescue	EPAC2 agonist
CC1(C)C2CCC1(C)C(SC(=N)N)C2 (configuration not stated)	i	4%	x	-6%	10%	8%	23%	1%
COc1ccc(CCNC(=O)CCNC(=O)c2ccc([N+](=O)[O-])cc2)cc1	i	18%	-5%	-6%	-9%	1%	-3%	0%
CS(=O)(=O)Nc1ccc(C(=O)NCc2ccccn2)cc1	-6%	24%	9%	-2%	6%	-7%	-14%	6%
